Screens: PubChem BioAssay, several laboratories
HTRA1 inh – HTRA1 serine protease inhibitors, primary screen, biochemical, fluorescence polarization, HTS | Q92743 | recombinant HTRA1, FP-rhodamine activity-based probe | inhibition, % at 5.96 µM | 340,000 tested, 0.5% active | AID 504803, 2011; in the data active = inhibition above about 36%;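 note: 0% = enzyme with DMSO and 100% = wells lacking enzyme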
Rev-erbA mod – modulators of Rev-erb alpha DNA binding, primary screen, biochemical, FITC-DNA, fluorescence polarization, uHTS | Rev-erbα–FITC-DNA binding, 90 min | activity, % at 10 µM | 370,000 tested, 0.79% active | AID 1259318, 2017;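 active = activity above about 14%, limit read from the data; passing the limit was not always enough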;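 note: 0% = DMSO wells with 35 nM protein and 100% = DMSO wells with 750 nM protein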
PG9 Ab binder – binders of HIV-1 gp120 antibody PG9, primary screen, biochemical, TR-FRET; 360,000 tested, 0.43% active; TR-FRET gp120-PG9 antibody binding; AID 624416, 2012; inhibition, % at 6.7 µM; in the data active = inhibition above about 8.5%
TCR-CD3 inh – inhibitors of human TCR-CD3 interaction, primary screen, biochemical, fluorescence, TAMRA-labeled TCR probe | T-cell receptor (TCR) | inhibition, % at 9.4 µM | 360,000 tested, 0.37% active; in the data active = inhibition above about 19%;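 note: recombinant mutant TCR 2C K166C tagged with TAMRA read by polarization; 0% = receptor in buffer alone and 100% = receptor with positive control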
ABHD4 inh – ABHD4 inhibitors, primary screen, biochemical, fluorescence polarization, mouse; (Lyso)-N-acylphosphatidylethanolamine lipase (Mus musculus), Q8VD66; purified mABHD4, FP-Rh probe fluorescence polarization; 370,000 tested, 0.54% active; inhibition, % at 8.92 µM;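 active = inhibition exceeding the mean over every tested compound plus 3 SD, cut at about 30% in these data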;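 note: 0% = plate median of compound wells and 100% = S159A mutant with DMSO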
Target sequence (Q8VD66 whole entry, looked up): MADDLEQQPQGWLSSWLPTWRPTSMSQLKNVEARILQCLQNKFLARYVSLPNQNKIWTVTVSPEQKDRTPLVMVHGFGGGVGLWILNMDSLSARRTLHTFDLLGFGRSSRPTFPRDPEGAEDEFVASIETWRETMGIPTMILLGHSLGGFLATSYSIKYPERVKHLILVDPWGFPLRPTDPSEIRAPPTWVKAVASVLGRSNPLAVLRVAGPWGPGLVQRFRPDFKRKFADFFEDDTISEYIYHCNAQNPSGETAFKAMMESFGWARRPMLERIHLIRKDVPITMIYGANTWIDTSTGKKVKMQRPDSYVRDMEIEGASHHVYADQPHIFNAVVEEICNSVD
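Assay system: mouse ABHD4 enzyme, wild type / Also added: fluorescent activity-based probe FP-Rh / Doses: single nominal dose of 8.92 µM, 0.89% DMSO final / Timing: 45 min compound pre-incubation plus 60 min probe step, 25 °C / Signal: FP readout, ex 525 nm / em 598 nm / Control set: S159A mutant/DMSO as 100%, compound-well median as 0%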
UHRF1 MBD2 ctr – UHRF1 methylated DNA binding inhibitors, primary screen, counter-screen for MBD2 inhibitor project, biochemical, TR-FRET, human UHRF1, single concentration; E3 ubiquitin-protein ligase UHRF1 (Homo sapiens), Q96T88; UHRF1 binding to methylated oligo; 370,000 tested, 0.75% active; inhibition, % at 4.4 µM; in the data active = inhibition above about 21%;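 note: UHRF1 SRA domain binding a hemimethylated CpG hairpin DNA probe; 0% = median of test compound wells and 100% = reference inhibitor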
MBD2 inh – inhibitors of MBD2 binding to methylated DNA, primary screen, biochemical, TR-FRET, DNA-binding domain, human; Methyl-CpG-binding domain protein 2 (Homo sapiens), Q9UBB5; MBD2 binding to methylated oligonucleotide; inhibition, % at 4.4 µM; 370,000 tested, 0.31% active; in the data active = inhibition above about 13%
LEDGF integ inh – blockers of LEDGF/p75-dependent integrase strand transfer – biochemical, TR-FRET, high throughput, primary screen; HIV-1 integrase (with human LEDGF/p75); AID 743269, 2014; inhibition, % at 3.7 µM; TR-FRET IN-LEDGF/p75 DNA integration, Eu/Cy5; 370,000 tested, 0.64% active;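 active = inhibition above the screen-wide mean plus 3 SD, cut at about 13% in these data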;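 note: signal is the Cy5 over europium emission ratio at 671 and 618 nm; 0% = plate median of compound wells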
PRMT1 FP inh – PRMT1 methyltransferase inhibitors, primary screen, biochemical, fluorescence polarization | inhibition, % at 2.79 µM | 370,000 tested, 1.3% active | AID 652257, 2013 | recombinant PRMT1, activity-based probe fluorescence polarization | Protein arginine N-methyltransferase 1 (Homo sapiens), Q99873;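 active = inhibition above about 21% made by adding two undisclosed values, limit read from the data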
Target sequence (Q99873 whole entry, looked up): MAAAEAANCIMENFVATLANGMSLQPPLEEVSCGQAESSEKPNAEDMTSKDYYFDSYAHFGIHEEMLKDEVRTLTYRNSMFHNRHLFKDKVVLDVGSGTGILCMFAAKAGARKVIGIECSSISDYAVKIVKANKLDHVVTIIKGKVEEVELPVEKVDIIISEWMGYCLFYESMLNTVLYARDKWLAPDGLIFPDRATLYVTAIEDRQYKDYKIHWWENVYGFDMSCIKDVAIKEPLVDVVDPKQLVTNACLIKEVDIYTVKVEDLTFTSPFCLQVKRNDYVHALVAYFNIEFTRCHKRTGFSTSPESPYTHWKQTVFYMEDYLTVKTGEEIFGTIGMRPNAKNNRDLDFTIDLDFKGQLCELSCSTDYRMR
rCAG RNA binder – binders of r(CAG) RNA repeats, primary screen, biochemical, fluorescence | r(CAG) RNA repeat, TO-PRO-1 dye displacement fluorescence | inhibition, % at 3 µM | 370,000 tested, 1.3% active;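 active = inhibition above the plate cutoff, the mean of all test compounds on that plate plus 3 SD, cut at about 35% in these data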;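 note: 0% = DMSO alone and 100% = 100 µM mitoxantrone as full dye displacement; higher means more dye released from RNA so lower well fluorescence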
* hit, by the source's call; · = no result given. A portion of the library; rates above refer to the full screens.

SMILES	HTRA1 inh	Rev-erbA mod	PG9 Ab binder	TCR-CD3 inh	ABHD4 inh	UHRF1 MBD2 ctr	MBD2 inh	LEDGF integ inh	PRMT1 FP inh	rCAG RNA binder
Cc1cc(C)nc(/N=C(\N)Nc2cccc(OCc3ccccc3)c2)n1	-7.2	-2.5	1.2	4.6	3.5	-1.2	-5.8	3.6	-6.3	21.2
C=CCNC(=O)C1CCN(C(=O)c2ccc(-c3ccccc3)cc2)CC1	-0.1	6.0	0.6	9.1	3.6	-2.2	-2.2	-3.0	-1.1	-5.8
COc1ccc(-c2nc(C#N)c(NCc3ccccc3Cl)o2)cc1OC	-5.8	-0.6	-0.2	0.2	9.5	-1.2	-1.2	-1.3	-1.1	-4.9
COc1cc2c(cc1OC)[N+]([O-])=C(c1ccccc1)C2=O	·	6.6	-1.6	2.9	6.6	-3.5	-0.7	5.5	-0.8	3.3
Cc1ccc(Sc2ncccc2COC(=O)Nc2c(C)cccc2C)cc1	-37.2	2.9	0.5	4.8	-26.7	-2.6	5.3	7.0	-3.5	0.5
CCCCNC(=O)c1onc(CSc2ccccc2)c1C(=O)NCCCC	-19.6	-0.5	-0.6	1.8	2.6	2.1	3.5	-0.2	0.3	-5.4
COc1ccc(NC(=O)c2ccc(NC3CC(=O)N(c4ccc(C)cc4C)C3=O)cc2)cc1 (stereo unspecified)	-1.9	-4.0	0.2	5.9	-8.4	0.1	-3.8	1.2	-0.3	10.6
CC12CCC(C/C1=N/NC(=O)COc1ccccc1Cl)C2(C)C (stereo unspecified)	10.3	6.3	2.3	-6.3	-1.4	0.6	-2.0	3.9	-0.2	-1.0
CCOc1ccc(C(=O)CCC(=O)Nc2cc(C)ccn2)cc1	-13.0	1.0	-0.4	-2.5	-5.3	1.3	5.0	2.5	4.1	11.3
Fc1ccc2cnc(CCO[C@H]3CCCCO3)cc2c1	-3.7	-0.1	1.2	3.4	3.8	4.8	1.2	2.4	2.5	-2.8
Cc1ccc(N(CC(=O)NC(C)(C)C)C(=O)CS(=O)CC(=O)Nc2ccc3c(c2)OCO3)cc1 (stereo unspecified)	-5.0	-1.4	1.3	-4.5	4.7	4.5	6.1	-5.5	2.3	-5.1
Cc1ccc(C(=O)NC2CCN(S(=O)(=O)c3ccccc3)CC2)cc1	0.9	-6.4	2.6	-7.6	3.2	-1.0	-5.6	-0.9	-0.9	-5.0
CCOC(=O)c1sc(NC(=O)c2c(OC)cccc2OC)nc1C	-3.5	1.5	-0.8	4.2	-3.6	-2.5	0.2	-0.7	-2.8	0.5
Cc1cc(NCc2cccnc2)no1	5.2	2.8	0.2	-8.3	3.7	3.5	0.9	-3.1	0.8	-4.5
Cc1cccc(OCc2nnc(SCC(=O)Nc3ncc(C)s3)o2)c1	-2.3	-5.0	-0.3	1.8	-3.5	3.5	-3.0	2.3	20.2	4.9

Seven of the entries above in order of the HTRA1 inh value, ascending.
Structure,HTRA1 inh,Rev-erbA mod,PG9 Ab binder,TCR-CD3 inh,ABHD4 inh,MBD2 inh,LEDGF integ inh,PRMT1 FP inh
Cc1ccc(Sc2ncccc2COC(=O)Nc2c(C)cccc2C)cc1,-37.2,2.9,0.5,4.8,-26.7,5.3,7.0,-3.5
CCCCNC(=O)c1onc(CSc2ccccc2)c1C(=O)NCCCC,-19.6,-0.5,-0.6,1.8,2.6,3.5,-0.2,0.3
CCOc1ccc(C(=O)CCC(=O)Nc2cc(C)ccn2)cc1,-13.0,1.0,-0.4,-2.5,-5.3,5.0,2.5,4.1
COc1ccc(-c2nc(C#N)c(NCc3ccccc3Cl)o2)cc1OC,-5.8,-0.6,-0.2,0.2,9.5,-1.2,-1.3,-1.1
Cc1cccc(OCc2nnc(SCC(=O)Nc3ncc(C)s3)o2)c1,-2.3,-5.0,-0.3,1.8,-3.5,-3.0,2.3,20.2
C=CCNC(=O)C1CCN(C(=O)c2ccc(-c3ccccc3)cc2)CC1,-0.1,6.0,0.6,9.1,3.6,-2.2,-3.0,-1.1
CC12CCC(C/C1=N/NC(=O)COc1ccccc1Cl)C2(C)C (stereo unspecified),10.3,6.3,2.3,-6.3,-1.4,-2.0,3.9,-0.2

Already shown: three of the compounds above.
SMILES	HTRA1 inh	Rev-erbA mod	PG9 Ab binder	TCR-CD3 inh	ABHD4 inh	UHRF1 MBD2 ctr	MBD2 inh	LEDGF integ inh	PRMT1 FP inh	rCAG RNA binder
CCOC(=O)c1sc(NC(=O)c2c(OC)cccc2OC)nc1C	-3.5	1.5	-0.8	4.2	-3.6	-2.5	0.2	-0.7	-2.8	0.5
Cc1cc(NCc2cccnc2)no1	5.2	2.8	0.2	-8.3	3.7	3.5	0.9	-3.1	0.8	-4.5
Cc1cccc(OCc2nnc(SCC(=O)Nc3ncc(C)s3)o2)c1	-2.3	-5.0	-0.3	1.8	-3.5	3.5	-3.0	2.3	20.2	4.9

Later entries
SMILES	HTRA1 inh	Rev-erbA mod	PG9 Ab binder	TCR-CD3 inh	ABHD4 inh	UHRF1 MBD2 ctr	MBD2 inh	LEDGF integ inh	PRMT1 FP inh	rCAG RNA binder
N#Cc1ccc(CSc2nnc(-c3ccccc3)n2Cc2ccco2)cc1	-5.2	-7.7	0.8	5.2	-0.9	0.0	2.7	-3.3	2.2	-5.3
Cc1cccc(N2CCN(C(=O)C3CCN(S(=O)(=O)c4cccc5nsnc45)CC3)CC2C)c1 (stereo unspecified)	-7.7	0.4	-0.1	1.1	4.2	-0.6	5.0	-2.1	-0.9	0.2
O=C(c1n[nH]c(=O)c2ccccc12)N1CCN(c2ccc(F)cc2)CC1	-2.3	-6.1	-3.5	5.6	0.8	-0.9	-1.7	4.1	0.0	-0.8
C#CCOCCOCCOCCNc1nc(N2CCN(C(=O)[C@H]([C@@H](C)CC)n3cc([C@@H](N)CC(C)C)nn3)CC2)nc(N2CCN(C(=O)[C@H](Cc3ccc(O)cc3)n3cc([C@@H](N)C(C)CC)nn3)CC2)n1 (stereo partly specified)	-4.9	-3.2	0.8	2.7	9.6	5.1	4.6	-1.1	-2.0	2.4
Cc1nn(CCC(=O)NNC(=O)Nc2ccccc2)c(C)c1[N+](=O)[O-]	·	-1.2	·	·	2.3	0.5	-2.3	-5.7	2.5	1.7
Cc1ccc(NC(=O)c2cccc(OC(F)F)c2)c(OC(F)F)c1	-11.9	13.4	-1.4	9.5	-6.3	-5.6	2.0	5.3	-2.2	-1.6
COc1ccc(-n2c(C)nc3c(cnn3-c3ccccc3)c2=O)cc1	-1.9	-2.3	-2.8	0.3	-9.0	-1.9	2.1	3.0	1.6	-2.6
CN(NC(=O)C(=O)NCc1ccco1)C(=O)NC1CCCCC1	·	-6.1	-1.2	3.2	3.6	-0.1	2.2	0.0	1.9	2.5
CCc1cc(C(=O)OC)c(NC(=O)CN2CCN(C(=O)c3ccco3)CC2)s1	-5.8	-0.9	1.0	7.7	2.5	-2.9	-5.8	-4.6	3.8	-4.8
CCn1c(C)c(C(C)=O)c(NCc2ccccc2)nc1=S	6.0	·	0.3	-6.0	7.2	1.8	-4.2	4.5	8.0	2.7
O=C(Nc1ccccc1)c1ccc(NC(=O)C2CC2)cc1	-16.4	-1.7	-1.4	-9.9	-5.3	2.4	-4.0	-4.7	3.0	-3.3
CC(C)(C)NC(=O)c1cccc(NC(=O)c2ccc3c(c2)C(=O)N(C(C)(C)C)C3=O)c1	-27.9	-1.7	0.4	-2.6	1.4	3.1	-1.8	-2.8	3.3	-1.4
O=C(NCc1cccs1)c1cccc(N2CCCC2=O)c1	-3.8	0.9	-0.7	3.0	4.5	-0.7	-6.6	-2.9	0.0	1.9
O=C(c1ccco1)N1CCN(C(=O)C2CCN(S(=O)(=O)Cc3ccccc3)CC2)CC1	8.7	-0.1	0.2	-6.9	7.1	-0.3	1.5	4.0	0.8	-4.2
CS(=O)(=O)Nc1ccccc1-c1cccc2nccn12	·	6.6	-0.9	10.1	1.4	-1.5	-4.3	-5.4	-2.3	2.7
Cc1ccc(CNC(=O)C2CCN(S(=O)(=O)c3c(C)noc3/C=C/N(C)C)CC2)cc1	-41.3	-1.9	-1.5	10.1	-3.0	-2.6	-1.7	7.6	-3.9	21.4
CCOC(=O)C(/C=C(\C#N)C(=O)OCC)=C(/N)N1CCN(c2ccccc2)CC1	3.8	4.2	0.9	0.2	-0.7	-1.3	-4.2	-2.6	-3.4	-6.9
Cc1c(NC(=O)C(c2ccccc2)c2ccccc2)cccc1C(=O)O	1.4	2.9	-0.4	1.9	-7.9	-2.5	-2.2	1.6	-0.9	5.1
Cn1nnnc1SCCNC(=O)C1CCC(=O)N(CCc2ccccc2)C1 (stereo unspecified)	7.3	0.5	-0.2	-0.9	1.5	2.8	0.9	0.1	-1.5	-5.3
CCOC(=O)c1cc(S(=O)(=O)NCc2ccc3c(c2)OCO3)cn1C	-19.1	-1.2	0.2	-7.0	-10.0	5.6	8.1	-0.6	2.8	-2.0
COc1ccc([N+](=O)[O-])cc1NS(=O)(=O)c1ccccc1	-0.9	-0.7	1.6	-6.4	5.2	-3.9	-4.7	-3.2	-1.0	0.2
N#Cc1c(N)nc2c(c1N)CC(=O)N2c1ccccc1-c1ccccc1	8.7	-3.0	-0.5	-6.8	4.4	0.5	2.1	2.9	1.8	-0.4
CCC(=O)NC(c1ccccc1Cl)c1c(O)ccc2ccccc12 (stereo unspecified)	-15.9	-0.3	1.7	-5.0	-4.9	2.8	-0.7	0.6	2.1	7.7
CCNC(=O)N(C)[C@H]1C[C@H]2c3[nH]c4ccccc4c3CCN2C[C@H]1[C@H](C)O	·	-2.3	-0.2	1.0	3.9	-5.0	-3.3	1.2	5.0	3.1
Cn1ncc(Cl)c1C(=O)Nc1ccncc1	3.2	3.4	-0.7	4.7	2.2	-0.9	-6.1	1.6	0.6	1.9
COc1ccc(CCC(=O)OCC(=O)NC2CCCC2)cc1OC	-0.8	2.0	-1.8	4.2	-3.3	0.1	-3.6	-1.2	-1.2	1.9
CC1(C(=O)NCC(F)(F)F)CCN1C(=O)C1(c2ccccc2)CC1 (stereo unspecified)	·	-0.9	-1.4	-2.2	4.6	0.6	0.3	-6.5	-0.1	0.7
Cc1ccc(CN(C)C(=O)CCc2c[nH]c3ccccc23)o1	-3.9	-5.5	-0.1	-7.4	-4.6	0.0	-4.8	1.9	6.4	-6.0
CC(=O)Nc1ccc(C(=O)CSc2nnc(Cc3ccccc3)o2)cc1	-3.5	-0.6	-2.7	0.1	-5.5	0.4	2.8	3.4	0.9	5.3
O=S(=O)(NN=C1CCCCCCC1)c1ccc(Br)cc1	-2.8	-1.2	0.3	9.0	6.3	0.9	1.9	-1.6	3.8	9.7
COC(=O)[C@@]1(Cc2ccccc2)[C@H]2C(=O)N(C)C(=O)[C@H]2[C@H]2CN=C(SCc3ccc(C)cc3)N21	-7.4	-0.2	-1.0	-1.9	-0.7	3.4	-1.4	-4.2	1.6	1.2
